From PubChem BioAssay
AmpC inh detg: inhibitors of E. coli AmpC beta-lactamase with detergent; P00811; AmpC hydrolysis of nitrocefin, absorbance 480 nm, 0.01% Triton; Potency, µM (series often up to 114 µM), inactives show at the highest dose activity change, negative = inhibition, actives largely listed as inhibitors; 370,000 tested, 0.041% active; AID 485294;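 further: potency means the concentration at half of the fitted maximal effect; 0% = no-compound wells and -100% = no-enzyme wells; nearly all actives have a fitted effect of over 25% in size; some results filed as inactive show a strong effect at the top dose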
Target sequence (P00811 whole entry, looked up): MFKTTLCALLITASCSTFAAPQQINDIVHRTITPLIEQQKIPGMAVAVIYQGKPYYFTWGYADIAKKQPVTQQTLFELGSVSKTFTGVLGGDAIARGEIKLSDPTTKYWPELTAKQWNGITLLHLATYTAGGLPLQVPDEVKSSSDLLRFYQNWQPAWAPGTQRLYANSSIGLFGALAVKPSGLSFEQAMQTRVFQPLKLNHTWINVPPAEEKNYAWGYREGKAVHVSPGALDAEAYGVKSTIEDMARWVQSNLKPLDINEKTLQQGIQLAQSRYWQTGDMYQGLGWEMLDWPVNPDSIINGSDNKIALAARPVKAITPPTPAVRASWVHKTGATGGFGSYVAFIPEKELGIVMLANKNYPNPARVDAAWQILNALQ
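20 mM phosphate pH 7.0 + 0.01% (detergent screen) or 0.0001% Triton X-100; 5.3 nM AmpC reagent; cpd preinc 15 min RT; nitrocefin (800 uM stock) to start; A480 q20 s × 4 min; Activity was normalised to no-enzyme and no-compound control wells.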
HCMV inh: blocks human cytomegalovirus replication; HFF cells, HCMV-luciferase reporter, 72 h; hits give low values; activity change, negative = inhibition, % at 57.5 µM; 410,000 tested, 4.5% active; in the data active means activity change below about -60%; inconclusive means no clear call, values can overlap the other calls; inactive means above about -39%
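After 16 h attachment at 37C, HFF cells received test compound and HCMV-luciferase (1 PFU/cell); reporter luminescence read 72 h later, data normalized against buffer-only and known inhibitor Salinomycin.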
FBPA Giardia inh: blocks Giardia fructose-bisphosphate aldolase activity; A8B2U2; purified Giardia FBPA; Potency, µM (titrated, usually from 59.6 µM), without a hit: at the top dose activity, negative = inhibition, actives largely listed as inhibitors; 290,000 tested, 0.71% active; further: potency means the concentration at half of the fitted maximal effect; nearly all actives have a fitted effect of over 55% in size
Target sequence (A8B2U2 whole entry, looked up): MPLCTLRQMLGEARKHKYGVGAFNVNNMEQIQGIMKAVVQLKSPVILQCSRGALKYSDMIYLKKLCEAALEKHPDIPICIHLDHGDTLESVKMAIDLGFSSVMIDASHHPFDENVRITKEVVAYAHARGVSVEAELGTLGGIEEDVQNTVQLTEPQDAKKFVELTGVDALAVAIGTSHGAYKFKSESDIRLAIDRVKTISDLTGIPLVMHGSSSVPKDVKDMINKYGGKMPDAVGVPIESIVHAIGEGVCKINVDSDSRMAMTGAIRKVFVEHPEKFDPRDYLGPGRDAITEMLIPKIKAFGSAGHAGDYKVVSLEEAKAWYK
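Giardia FBPA (40 nM reagent) was preincubated 10 min at RT with compound (up to 57.5 uM final), then substrate plus GAPDH/TPI/NAD/arsenate coupling system with diaphorase/resazurin was added; resorufin fluorescence (525/598 nm) was read after 20 min.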
Sm TGR block: S. mansoni TGR enzyme inhibition | Q962Y6 | purified TGR, DTNB reduction, TNB absorbance 405 nm | Potency, µM (doses to about 114 µM), without a hit: at the top dose activity change, negative = inhibition, most hits filed as inhibitors | 360,000 tested, 3% active | AID 485364; further: potency means the concentration at half of the fitted maximal effect; nearly all actives have a fitted effect of over 60% in size
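First, TGR (20 nM dispensed) and NADPH were mixed with compound. Second, a 15 min room-temperature incubation followed. Third, further NADPH and then DTNB were added to start the reaction. Finally, TNB absorbance was monitored kinetically.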
AMA1 RON2 block: AMA1-RON2 (P. falciparum) interaction inhibition. AlphaScreen AMA1-biotinylated RON2 peptide binding. Potency, µM (series often up to 58.2 µM), for the others: at the top dose activity change, negative = inhibition, most hits filed as inhibitors. 360,000 tested, 0.2% active;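 further: potency means the concentration at half of the fitted maximal effect; 0% = vehicle wells and -100% = peptide control; nearly all actives have a fitted effect of over 45% in size; some results filed as inactive show a strong effect at the top dose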
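AMA1 (3D7) with his tag at 25 nM final met compounds first, then biotinylated RON2 peptide at 25 nM; detection used donor plus acceptor beads, 10 µg/mL apiece, read by AlphaScreen after 30 min at room temperature.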
HCV inhibitor: inhibitors of hepatitis C virus infection; Huh7.5.1 HCVcc-Cre infection, luciferase reporter, 44 h; Potency, µM (top dose mostly 41.8 µM), inactives show top-dose activity change, negative = inhibition, hits mostly inhibitors; 340,000 tested, 3.4% active; AID 651820; further: potency means the concentration at half of the fitted maximal effect
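Infectious HCV cell culture screen: compound-treated cells (1,000/well, pre-plated 4 h) are infected with HCVcc-Cre at roughly 0.5 moi and grown 44 h. Infection is quantified by luciferase signal after 15 min substrate incubation at room temperature.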
* hit, by the source's call; ? = inconclusive; / = not tested or not shown; [ ] = remark or other dose. Unless noted, the call rests on the fitted dose curve; in most records, active means well fitted curve in the direction sought with a large enough effect; inconclusive means small, poorly fitted or top-dose-only effect, or another doubt; inactive means no such curve, though single readings can be large; an effect the other way counts as inactive or inconclusive. Unless noted, on the % scale 0 is the no-effect control and ±100 the full control effect.

no.	smiles	AmpC inh detg	HCMV inh	FBPA Giardia inh	Sm TGR block	AMA1 RON2 block	HCV inhibitor
1	Cc1ccc(NC(=O)c2cc(NC(=O)c3ccco3)ccc2N2CCOCC2)cc1Cl	?	-7	-3%	-1%	-1%	?
2	CCCCNC(=O)CSc1nc2cc3c(cc2c(=O)n1CCCCCC(=O)NCc1ccc2c(c1)OCO2)OCO3	1%	25	/	-5%	/	/
3	CC1=C(C(=O)Nc2ccccc2)C(c2ccc(C)o2)N2C(=O)CSC2=N1 (stereo not given)	?	7	-8%	-5%	25%	14%
4	CCc1cccc(NC(=O)C(CC(C)C)NS(=O)(=O)c2ccc3c(c2)oc(=O)n3C)c1 (stereo not given)	-12%	-5	/	1%	/	/
5	COc1cc2c(cc1OC)C(c1ccc(Cl)cc1)=NCC2	1%	18	4%	0%	-7%	-6%
6	O=C(CCOc1ccccc1)Nc1cccc(S(=O)(=O)Nc2ccccc2Cl)c1	-6%	32	3%	8%	8%	?
7	CN(C)S(=O)(=O)c1ccc(Cl)c(C(=O)NNC(=O)c2ccc3c(c2)OCO3)c1	-11%	0	/	5%	70%[activator]	4%
8	NCCNC(=O)c1ncsc1-c1cccc(F)c1	/	-10	4%	/	51%[activator]	29%
9	CCOc1ccc(S(=O)(=O)NCc2cccnc2)cc1NC(=O)c1ccccc1F	3%	26	-2%	9%	0%	?
10	CN(C)C(=O)N1CCCC(C(=O)NCc2ccccc2Cl)C1 (stereo not given)	-9%	-38	4%	0%	-2%	-1%
11	CCNc1nc(NCc2ccccc2)nc(SCC(=O)Nc2ccccc2)n1	2%	39	3%	-13%	-22%	25µM*
12	CCCNC(=O)c1cnc2sc(N3CCCCCC3)nn2c1=O	11%	-19	/	-2%	/	/
13	COc1ccc(C2C(C(=O)c3ccc(C)o3)=C(O)C(=O)N2c2cc(C)on2)cc1OC (stereo not given)	2%	-10	-10%	-25%	0%	15%
14	O=C(NCc1ccc(Cl)cc1)C(=O)NCC(c1cccs1)S(=O)(=O)c1cccs1 (stereo not given)	0%	0	/	?	/	/
15	CN(C1CCS(=O)(=O)C1)S(=O)(=O)c1ccccc1[N+](=O)[O-] (stereo not given)	-12%	?	4%	0%	16%	-5%
16	CCCCN(C)C(=O)C1CCN(C/C(C)=C/c2ccccc2)CC1	-2%	-3	-14%	-2%	-2%	-6%
17	CCc1cccc(-n2c(C)nc3c(cnn3-c3ccc(C)c(C)c3)c2=O)c1	2%	-30	/	-1%	/	/
18	O=C1CC(c2ccc(S(=O)(=O)N3CCCCC3)cc2)CN1 (stereo not given)	-6%	/	4%	2%	-8%	15%
19	Cc1ccc(Cl)cc1N1CCN(C(=O)Cn2nc(C)n3c(cc4sccc43)c2=O)CC1	-10%	27	/	-7%	/	/
20	CCOC(=O)C1CC2=C(CC(C)(C)CC2=O)N(CCOC)C1=O (stereo not given)	/	-14	/	/	-1%	-10%[8.37 µM]
21	CC(=O)Nc1ccc(S(=O)(=O)Nc2ccc(Cl)cn2)cc1	-17%	-1	-10%	-22%	2%	-16%
22	NS(=O)(=O)c1ccc(NC(=S)N2CCN(Cc3ccc(Cl)c(Cl)c3)CC2)cc1	11%	?	-9%	8%	-6%	-2%
23	COc1ccc(NC(=O)COC(=O)C23CC4CC(CC(Cl)(C4)C2)C3)c(OC)c1	?	-39	-1%	36%[activator]	0%	-16%
24	CCCN(CCC)S(=O)(=O)c1cccc(C(=O)Nc2ccc3c(c2)OCO3)c1	0%	?	0%	12%[11.4 µM]	-7%	?
25	Cc1ccccc1-[n+]1c(-c2ccccc2)cc(-c2ccccc2)cc1-c1ccccc1	-10%	-96*	/	-10%	-3%	?
26	COc1ccc(NC(=O)CN(C)CC(=O)NC2CCCCC2C)cc1 (stereo not given)	-15%	-2	/	-7%	8%[11.6 µM]	-18%
27	COC(=O)c1sc2nc(SCc3ccccc3C#N)n(N)c(=O)c2c1C	-17%	-25	-3%	-9%	12%	?
28	CC(C)(C)C(=O)COC(=O)c1cc(-c2ccncc2)nc2ccccc12	4%	-24	-4%	3%	-15%	11%
29	Oc1ccccc1N1CCN(c2nc(-c3cccs3)nc3ccccc23)CC1	-1%	?	-7%	-4%	-6%	11µM*
30	Cc1c(NCc2ccncc2)cccc1C(=O)O	-15%	40	5%	-1%	-19%	16%

Molecules from the list above with a furan ring, fused or not:
no.	smiles	AmpC inh detg	HCMV inh	FBPA Giardia inh	Sm TGR block	AMA1 RON2 block	HCV inhibitor
1	Cc1ccc(NC(=O)c2cc(NC(=O)c3ccco3)ccc2N2CCOCC2)cc1Cl	?	-7	-3%	-1%	-1%	?
3	CC1=C(C(=O)Nc2ccccc2)C(c2ccc(C)o2)N2C(=O)CSC2=N1 (stereo not given)	?	7	-8%	-5%	25%	14%
13	COc1ccc(C2C(C(=O)c3ccc(C)o3)=C(O)C(=O)N2c2cc(C)on2)cc1OC (stereo not given)	2%	-10	-10%	-25%	0%	15%

The list goes on:
no.	smiles	AmpC inh detg	HCMV inh	FBPA Giardia inh	Sm TGR block	AMA1 RON2 block	HCV inhibitor
31	COc1ccc(OCC(O)CNC2CCCC2)cc1 (stereo not given)	?	49	-28%	-15%	-4%	-3%
32	Cc1cc(C)c(NC(=O)Cn2c(=O)n(CCc3ccccc3)c(=O)c3ccccc32)c(C)c1	20%	16	/	1%	/	/
33	C=CCc1cccc2cc(C(=O)N(C)C)c(=O)oc12	?	1	3%	-31%	1%	-15%
34	CN1CCc2c(c(N3CCCCC3)nc3n[nH]c(N)c23)C1	-13%	-9	4%	8%	5%	6%
35	COc1ccc(N2CCN(c3nc(Cl)nc(Nc4ccc(F)cc4)n3)CC2)cc1	?	-3	0%	-3%	-14%	?
36	O=C(c1ccc(Br)o1)N(c1ccccn1)C1CCCCC1	?	?	3%	2%	-24%	17%
37	CNc1cc([N+](=O)[O-])ccc1N/C=C/C(=O)c1cccs1	?	40	-5%	-17%	-17%	?
38	Cc1ccc(S(=O)(=O)N2[C@@H](c3cccc(Cl)c3)C(C(=O)O)=CC[C@H]2c2cccc(Cl)c2)cc1	-1%	-29	/	-26%	14%	?
39	O=S1(=O)C=C(Oc2ccc(F)cc2)c2ccccc21	6%	14	21%	0%	-9%	12%
40	COc1ccc(-c2nc(CN3CCC(C(=O)NCc4ccc(F)cc4)CC3)c(C)o2)cc1OC	-13%	4	/	1%	/	/
41	Cc1ccc2nc(SCc3ccccc3)c(C=O)c(=O)n2c1	-5%	6	5%	-2%	3%	?
42	COc1ccc(-c2nn(-c3ccccc3)cc2CNC[C@H]2O[C@@H](n3cnc(C(N)=O)n3)[C@H](O)[C@@H]2O)cc1	/	-12	/	/	34%[activator]	30%
43	Cc1ccc(NS(=O)(=O)c2ccc(NC(=O)c3ccc(-c4ccccc4)cc3)cc2)c(C)c1	/	-33	/	/	18%	-48%
44	COc1cc(C(C)=O)ccc1Oc1ncnc2c1cnn2-c1ccc(C)c(C)c1	-1%	14	12%	-13%	5%	?
45	CCOc1ccc(C(C)=O)cc1CN1C(=O)c2ccccc2S1(=O)=O	1%	17	/	35µM*	-4%	4%
46	COc1ccc(S(=O)(=O)NCCc2nnc3ccc(SCC(=O)Nc4ccc(C(F)(F)F)cc4)nn23)cc1	-1%	-15	/	2%	/	/
47	COc1ccc(NCc2nnc(SCC(=O)c3ccc(OC)cc3)n2C)cc1	1%	-13	?	?	43%[activator]	10%
48	CCOc1ccccc1NC(=O)Cn1c(=O)n(CCCC(=O)NCc2ccc(C)cc2)c(=O)c2ccccc21	8%	-8	/	-5%	/	/
49	CCCCn1nc(C(=O)NCC(c2cccs2)N2CCOCC2)c2ccccc2c1=O (stereo not given)	5%	?	/	-1%	-7%	?
50	O=C(CSc1nccn1-c1ccc(F)cc1)Nc1nc2ccccc2s1	5%	24	/	20%	/	/
51	O=C(Nc1ccccc1)OC1C2CCC1C(N1CCCCC1)CC2 (stereo not given)	-15%	3	6%	1%	1%	10%
52	CC(C)CN1C(=O)c2ccc(C(=O)Nc3ccc(O)cc3C(=O)O)cc2C1=O	0%	-26	5%	-7%	5%	1%
53	CCc1ccc(C2NC(c3ccc(CC)cc3)C([N+](=O)[O-])C(C)(C)C2[N+](=O)[O-])cc1 (stereo not given)	-4%	5	0%	8%	-2%	25%
54	CCOC(=O)c1sc2nc3c(cc2c1N)C(=O)CC(C)(C)C3	-14%	-38	7%	1%	-3%	1%
55	COc1cc(NS(=O)(=O)c2ccc(N/C=C\C(=O)c3ccc(C)cc3)cc2)nc(OC)n1	/	-8	/	/	2%	-6%
56	Cc1nnc(SCC(=O)N2CC(=O)Nc3ccccc32)n1Cc1ccccc1	3%	62	4%	-2%	-15%	6%
57	COc1ccc(Cl)cc1NC(=O)Cc1coc2c(C)c(C)ccc12	3%	-10	/	3%	/	/
58	CN(C)c1ccc(C(=O)/C=C/c2ccc(Br)cc2)cc1	1%	-11	-1%	-8%	-4%	-6%
59	O=C(COC(=O)c1ccccc1Br)NCc1cccs1	/	-10	/	/	-7%	9%
60	COc1cc(CCc2ccccc2)c(C(=O)O)c(O)c1C/C=C(/C)CCC=C(C)C	/	7	/	/	7%	2%
61	Cc1ccccc1C([O-])=Nc1ccc[n+](-c2nc3ccccc3nc2NS(=O)(=O)c2ccccc2)c1	0%	/	-18%	-9%	4%	6%
62	O=C(CC1(O)C(=O)N(C/C=C/c2ccccc2)c2ccccc21)c1ccccn1 (stereo not given)	-11%	-71*	-4%	-3%	-12%	-10%
63	Cc1ccc(S(=O)(=O)N2CCCC2C(=O)Nc2ccc(Br)cc2)cc1 (stereo not given)	5%	-61*	/	9%	/	/
64	Cc1cc(C)nc(-n2nc(C)cc2NC(=O)C(C)C)n1	0%	-18	-16%	-5%	-4%	-7%
65	Cc1cc(=O)oc(C)c1C(=O)n1nc(C)c2c1C[C@@H]1[C@H]2C1(C)C	?	-15	2%	0%	1%	-6%
66	N#C/C(=C\c1ccccc1)c1nc(-c2cc3c(ccc4ccccc43)oc2=O)cs1	4%	-24	/	-3%	/	/
67	CCOc1ccccc1/C=N/Nc1ccccc1[N+](=O)[O-]	4%	8	2%	1%	?	?
68	O=C(Nc1ccc(Nc2ccccc2)cc1)c1cccc(F)c1	-7%	75	-2%	0%	-14%	?
69	O=C(CCc1ccccc1)N1CCN(S(=O)(=O)c2cccs2)CC1	6%	5	/	-13%	-3%	0%
70	COc1cc2ccccc2cc1C(=O)Nc1ccc(C)cn1	-13%	116	-7%	-17%	-11%	?
71	COc1ccc(NC(=O)CNC(c2ccccc2)c2ccccc2)cc1	?	59	20µM*	0%	15%	3%
